FBW7 act – activators of human E3 ligase FBW7. AlphaScreen FBW7–phospho-cyclin E peptide binding, activator screen. normalized activity (activation), % at 26.1 µM. Q969H0. 650,000 tested, 0.13% active. AID 1259310; in the data active = normalized activity above about 1.9%;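 also: purified mutant Fbw7 with reduced substrate affinity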
Target sequence (Q969H0 whole entry, looked up): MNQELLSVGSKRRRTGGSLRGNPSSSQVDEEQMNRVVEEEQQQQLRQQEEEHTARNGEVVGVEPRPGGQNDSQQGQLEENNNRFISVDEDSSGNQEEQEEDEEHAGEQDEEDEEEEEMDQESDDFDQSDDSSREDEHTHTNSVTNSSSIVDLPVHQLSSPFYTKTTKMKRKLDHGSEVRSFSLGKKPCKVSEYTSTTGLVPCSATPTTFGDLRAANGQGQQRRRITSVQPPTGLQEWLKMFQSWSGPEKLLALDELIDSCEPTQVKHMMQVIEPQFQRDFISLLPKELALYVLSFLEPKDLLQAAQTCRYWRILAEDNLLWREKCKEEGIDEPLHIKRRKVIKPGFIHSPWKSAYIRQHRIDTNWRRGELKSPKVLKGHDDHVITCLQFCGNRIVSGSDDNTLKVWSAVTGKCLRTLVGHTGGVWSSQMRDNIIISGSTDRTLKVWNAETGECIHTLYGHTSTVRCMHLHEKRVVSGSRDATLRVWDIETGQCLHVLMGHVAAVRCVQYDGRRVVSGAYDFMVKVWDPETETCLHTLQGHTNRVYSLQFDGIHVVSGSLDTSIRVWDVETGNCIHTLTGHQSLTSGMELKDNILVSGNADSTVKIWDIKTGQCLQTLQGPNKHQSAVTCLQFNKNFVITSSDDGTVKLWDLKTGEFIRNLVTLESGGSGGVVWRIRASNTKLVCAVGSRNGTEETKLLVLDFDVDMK
TEAD-YAP inh – TEAD-YAP interaction inhibition; HEK-TIYL cells, TEAD-Gal4/YAP UAS-luciferase luminescence; inhibition, % at 9.12 µM; 640,000 tested, 1.4% active; AID 1259422; in the data active = inhibition above about 32%;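 also: 0% = median of test compound wells and 100% = reference inhibitor wells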
MITF inh – human MITF inhibition, primary screen | O75030 | AlphaScreen MITF homodimerization, bead proximity signal | inhibition, % at 2.6 µM | 650,000 tested, 0.91% active; in the data active = inhibition above about 50%;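 also: 0% = vehicle wells with protein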
GPR151 activ – activates the human receptor GPR151. AID 1508602. activation, % at 11.2 µM. PathHunter beta-arrestin GPR151 cells, luminescence. 650,000 tested, 1% active; in the data active = activation above about 4.9%;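 also: 0% = median of compound wells and 100% = cells with positive control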
The depositor's hits bear a star. Compounds as they come. Share with any hit: about 3.4%.

SMILES | FBW7 act | TEAD-YAP inh | MITF inh | GPR151 activ
CCC(C(=O)Nc1cccc(OC)c1)n1cc(C=O)c2ccccc21 (stereo unspecified) | -0.1 | 9 | -9 | 0.6
COc1ccc(OC)c(S(=O)(=O)N(C)CC(=O)O)c1 | -0.1 | 2 | -7 | -0.7
CCOC(=O)c1sc2nc(C)cc(COC)c2c1NC(=O)c1ccccc1 | 0.0 | 2 | 2 | -0.5
CC(=O)Nc1ccc(C(=O)NNC(=O)c2cccc(C)c2)cc1 | 0.4 | -13 | 0 | 0.6
COc1cccc(NC(=O)c2cc3c(=O)n(C)c4ccccc4c3s2)c1 | 0.1 | 4 | 11 | -0.7
O=C(NCc1ccc2c(c1)OCO2)c1ccc2c(=O)n(Cc3ccc4c(c3)OCO4)c(=S)[nH]c2c1 | 0.4 | 4 | 16 | -0.4
CCOC(=O)c1c(C(F)(F)F)nc2n1CCN(C(=O)c1cnn(CC)c1)C2 | 0.7 | -6 | 17 | -0.1
c1ccc2sc(CN3CCc4nnc(C5CCCO5)n4CC3)nc2c1 (stereo unspecified) | 0.1 | -6 | 9 | 1.5
CC(=O)NS(=O)(=O)c1ccc(N/C(N)=N/c2nc(C)cc(C)n2)cc1 | 0.0 | -6 | -14 | 0.1
CSc1nc2sc3c(c2c(=O)[nH]1)CCCC3 | 0.0 | -6 | 1 | -1.2
COc1cc(/C=C2/NC(=S)NC2=O)ccc1O | 0.1 | 54* | -1 | 0.2
CCOC(=O)C1=C(C)N=c2s/c(=C\c3ccc(N(C)C)c(Br)c3)c(=O)n2C1c1cc(OC)ccc1OC (stereo unspecified) | 0.5 | 5 | 3 | -0.4
COc1ccccc1NC(=O)C1=C(C)NC(=O)NC1c1ccccc1F (stereo unspecified) | -0.1 | -7 | 16 | 1.4
COc1ccc(CCC(=O)NCCc2ccc(N(C)C)cc2)cc1 | -0.2 | -4 | 10 | -0.9
O=C(Nc1nc(-c2nc3ccccc3s2)cs1)c1ccco1 | 0.1 | -31 | 8 | -1.6
CCC1Oc2ccc(C)cc2N(CC(=O)N(Cc2ccccc2F)CC2CCCO2)C1=O (stereo unspecified) | 0.0 | -9 | -1 | -0.2
CCOC(=O)c1ccc(N2NC(=O)/C(=C/c3cc([N+](=O)[O-])cc(OC)c3O)C2=O)cc1 | -0.1 | 10 | -3 | 0.9
CC(OC(=O)c1ccccc1NC(=O)c1ccco1)C(=O)Nc1ccccc1[N+](=O)[O-] (stereo unspecified) | -0.2 | 12 | 4 | -0.1
CCOc1ccc(NC(=O)CN2C(=O)/C(=C3\SC(N4CCOCC4)=NC3=O)c3ccccc32)cc1 | 8.4* | 0 | 19 | -0.6
Cc1ccc(S(=O)(=O)CCc2ccncc2)cc1 | 0.4 | -1 | 14 | 2.4
COC(=O)N/N=C\c1ccc(OC(=O)c2ccco2)cc1 | 0.7 | -2 | 5 | -4.1
O=C(/C=C/c1ccc(Cl)cc1)Nc1ccc(S(=O)(=O)N2CCOCC2)cc1 | -0.1 | -10 | -17 | 4.2
CC1(C)Oc2ccc(NC(=O)c3ccc(C(=O)c4ccccc4)cc3)cc2O1 | -0.2 | 7 | 6 | 0.6
O=C1NC(=S)N/C1=C/c1ccc(C(F)(F)F)cc1 | 0.4 | -23 | 2 | -1.4

Of the compounds above, these contain a CF3 group.
SMILES | FBW7 act | TEAD-YAP inh | MITF inh | GPR151 activ
CCOC(=O)c1c(C(F)(F)F)nc2n1CCN(C(=O)c1cnn(CC)c1)C2 | 0.7 | -6 | 17 | -0.1
O=C1NC(=S)N/C1=C/c1ccc(C(F)(F)F)cc1 | 0.4 | -23 | 2 | -1.4

Other results.
SMILES | FBW7 act | TEAD-YAP inh | MITF inh | GPR151 activ
Cc1cc(=O)[nH]c(=S)n1-c1ccccc1 | 0.1 | -1 | 1 | 2.1
O=C(c1ccc(-c2ccccc2)cc1)N1CCC(c2nc3ccccc3[nH]2)CC1 | 0.1 | 1 | -2 | 0.7
CCOc1ccccc1NC(=O)c1cccc2c1C(=O)N(CCOC)C2 | -0.1 | 8 | -9 | 0.0
COc1ccc(Br)cc1/C=C(\C#N)C(=O)N1CCCC1 | 0.0 | 12 | 6 | 1.6
COC(=O)CSc1nc2sc3c(c2c(=O)n1-c1ccc(C)cc1)CC(C)(C)OC3 | 0.2 | 1 | 16 | -0.4
Cc1c(C(=O)N2CCN(c3ccccc3)CC2)sc2ncn(C)c(=O)c12 | -0.1 | 1 | -9 | -1.6
CCc1cc2c(cc3c(=O)[nH]nc(CC)n32)s1 | -0.2 | -41 | -4 | -0.3
Cc1ccc2c(c1)CN(Cc1cccc(O)c1)CC(C)O2 (stereo unspecified) | 0.4 | 1 | 8 | -1.3
Cc1ccc(CNC(=O)CN2Cc3ccccc3C2=O)cc1 | 0.2 | -1 | 6 | -0.4
COc1cc(OC)cc(-c2nc3n(n2)C(c2ccccc2)C2=C(CC(C)(C)CC2=O)N3)c1 (stereo unspecified) | 0.0 | -9 | -4 | -1.2
COc1ccccc1C(=O)N1CCC(C(=O)NC(c2ccccc2)c2ccccn2)CC1 (stereo unspecified) | 0.1 | -6 | 3 | 0.3
CC(NC(=O)c1ccc(N(C)C)cc1)C1CC2CCC1C2 (stereo unspecified) | -0.2 | 5 | -2 | 1.2
CC(=O)Nc1ccc(-c2nc3c(Br)cc(NC(C)=O)cc3[nH]2)cc1 | 0.0 | 0 | -5 | 0.8
COC(=O)C1(C(F)(F)F)CC(C)=CCN1S(C)(=O)=O (stereo unspecified) | -0.1 | 3 | -3 | 0.4
COCCN1Cc2c(sc(C)c2C)N(C(=O)c2ccccc2)C1 | 0.5 | -28 | 15 | -2.5
COc1cc(NS(=O)(=O)c2cc(F)ccc2OC)c(OC)cc1Cl | 0.9 | 5 | 5 | -0.5
CC(C)CCn1c(=S)[nH]c2ccc(F)cc2c1=O | 0.3 | -3 | -2 | 0.6
O=C(COC(=O)CN1C(=O)COc2ccccc21)NC1CCCCC1 | 0.1 | -1 | 6 | 1.8
CC(=O)Nc1ccc(N=c2ssc3c2-c2ccccc2NC3(C)C)cc1 | -0.1 | 2 | 4 | -1.0
CCN1CCN(CCC(=O)Nc2ccc(F)cc2)CC1 | 0.0 | -10 | -5 | -0.1
CCCCNC(=O)c1ccc2c(c1)N(Cc1ccccc1)C(=O)CS2=O (stereo unspecified) | -0.2 | -6 | -1 | 0.0
O=C(CCCCn1c(=O)[nH]c2ccccc2c1=O)NCc1cccnc1 | 0.1 | -1 | 0 | 0.1
CC1CC(C)CN(c2ccc(S(=O)(=O)N3CCOCC3)cc2)C1 (stereo unspecified) | 0.3 | 1 | 4 | 1.6
CCOc1ccc(N(CC(=O)Nc2ccccc2)S(=O)(=O)c2ccc(Cl)cc2)cc1 | 0.0 | 5 | -5 | -0.9
c1ccc(N2CCN(c3nc4nonc4nc3N3CCSCC3)CC2)nc1 | 0.1 | 4 | 9 | 3.1
Cc1cc(I)ccc1NS(=O)(=O)c1cccc([N+](=O)[O-])c1 | -0.3 | 6 | -12 | -0.1
CCc1cc2c(C)cc(=O)oc2cc1OC(=O)c1ccccc1 | 0.4 | -4 | -5 | -0.2
NNC(=O)CC(=O)NC1(Cc2ccc(O)cc2)CCCCC1 | 0.1 | 3 | 9 | -0.6
Cc1cc(C(F)(F)F)c2c(-c3ccc(Cl)cc3)nn(-c3ccccc3)c2n1 | -0.1 | 7 | -1 | -0.1
CCC(C)NCCOc1ccc([N+](=O)[O-])cc1 (stereo unspecified) | 0.1 | 5 | -14 | 6.6*
Cn1c(=O)oc2cc(S(=O)(=O)NCCc3ccc(Cl)cc3)ccc21 | 0.2 | -6 | 8 | -0.3
Cc1cccc(Nc2nc3ccc(C)cc3n3nnnc23)c1 | 0.2 | 3 | 0 | -0.2
Cn1c(SCC(=O)Nc2ccc(OCc3ccccc3)cc2)nnc1-c1ccccn1 | -0.1 | -11 | 0 | -0.6
Cc1cc(NS(=O)(=O)c2ccc(Nc3nc(-c4sc(C)nc4C)cs3)cc2)no1 | -0.1 | 8 | 6 | 0.5
O=C(COc1ccc(Cl)cc1[N+](=O)[O-])N1CCCCC1 | 0.1 | 3 | 17 | -0.9
COc1ccc(/C=C2N=C(/C=C\c3cccc([N+](=O)[O-])c3)OC/2=O)c(OC)c1 | -0.1 | -8 | 9 | 1.9
CN(Cc1ccccc1)C1=CC(=[N+]2CCOCC2)CC(C)(C)C1 | 0.0 | -6 | -15 | 1.4
CC(C(O)c1ccccc1)N(C)S(=O)(=O)c1ccc([N+](=O)[O-])cc1 (stereo unspecified) | 0.0 | -4 | 4 | 0.1
O=C(c1cnn(C(=O)CN2C(=O)COc3ccccc32)c1)c1ccccc1O | 0.1 | 11 | 6 | -1.0
O=C(Nc1ccccc1[N+](=O)[O-])c1ccc(C(=O)c2ccccc2)o1 | -0.1 | -17 | 16 | -0.4
Cc1ccc(-n2ncc3c(=O)n(CC(=O)N4CCCCCC4)cnc32)cc1 | 0.4 | -2 | 20 | -0.7
CCc1ccc(-n2c(=S)sc3c(=O)n(-c4ccc(F)cc4)c(SCc4cc(C(C)=O)ccc4OC)nc32)cc1 | -0.1 | -4 | 1 | -0.9
CC(=O)Nc1cccc(-c2cn3c(NC(=O)c4ccc(C(C)C)cc4)c(C)nc3cn2)c1 | 0.0 | 12 | 14 | 0.8
COC(=O)Cn1cc(/C=C(/C#N)c2nc3ccccc3[nH]2)c2ccccc21 | 1.6 | 7 | 14 | -0.5
CCOC(=O)C(C)Sc1nnc(NC(=O)c2cccc([N+](=O)[O-])c2C)s1 (stereo unspecified) | 0.0 | 6 | -2 | -1.6
CCCc1nc(SCC(=O)OCC)c2ccccc2n1 | 0.1 | -4 | 0 | 1.3
O=C(CC1(O)C(=O)Nc2ccc(Cl)cc21)c1ccc2c(c1)OCO2 (stereo unspecified) | -0.2 | -7 | -13 | -0.1
COc1ccc(-c2ccc(SCCN3CCCCC3)nn2)cc1OC | -0.8 | -17 | -8 | -1.0

13 entries out of the list, arranged by number of heavy atoms, largest number first:
SMILES | FBW7 act | TEAD-YAP inh | MITF inh | GPR151 activ
CCc1ccc(-n2c(=S)sc3c(=O)n(-c4ccc(F)cc4)c(SCc4cc(C(C)=O)ccc4OC)nc32)cc1 | -0.1 | -4 | 1 | -0.9
CC(=O)Nc1cccc(-c2cn3c(NC(=O)c4ccc(C(C)C)cc4)c(C)nc3cn2)c1 | 0.0 | 12 | 14 | 0.8
Cn1c(SCC(=O)Nc2ccc(OCc3ccccc3)cc2)nnc1-c1ccccn1 | -0.1 | -11 | 0 | -0.6
Cc1cc(NS(=O)(=O)c2ccc(Nc3nc(-c4sc(C)nc4C)cs3)cc2)no1 | -0.1 | 8 | 6 | 0.5
O=C(c1cnn(C(=O)CN2C(=O)COc3ccccc32)c1)c1ccccc1O | 0.1 | 11 | 6 | -1.0
COC(=O)Cn1cc(/C=C(/C#N)c2nc3ccccc3[nH]2)c2ccccc21 | 1.6 | 7 | 14 | -0.5
CCOC(=O)C(C)Sc1nnc(NC(=O)c2cccc([N+](=O)[O-])c2C)s1 (stereo unspecified) | 0.0 | 6 | -2 | -1.6
O=C(Nc1ccccc1[N+](=O)[O-])c1ccc(C(=O)c2ccccc2)o1 | -0.1 | -17 | 16 | -0.4
O=C(CC1(O)C(=O)Nc2ccc(Cl)cc21)c1ccc2c(c1)OCO2 (stereo unspecified) | -0.2 | -7 | -13 | -0.1
CN(Cc1ccccc1)C1=CC(=[N+]2CCOCC2)CC(C)(C)C1 | 0.0 | -6 | -15 | 1.4
Cc1cccc(Nc2nc3ccc(C)cc3n3nnnc23)c1 | 0.2 | 3 | 0 | -0.2
O=C(COc1ccc(Cl)cc1[N+](=O)[O-])N1CCCCC1 | 0.1 | 3 | 17 | -0.9
CCC(C)NCCOc1ccc([N+](=O)[O-])cc1 (stereo unspecified) | 0.1 | 5 | -14 | 6.6*

(listing goes on)
SMILES | FBW7 act | TEAD-YAP inh | MITF inh | GPR151 activ
CCc1c(O)nc(SCC(N)=O)n(-c2ccccc2F)c1=O | -0.1 | -5 | 19 | 0.2
CCCNC(=O)c1ccc2c(c1)ncn2-c1ccc(C)cc1C | 0.2 | -2 | 4 | 0.8
CN(C(=O)CCc1nnc(CCCCc2ccccc2)o1)C1CC(C)(C)NC(C)(C)C1 | 0.2 | -1 | 3 | 0.1
Cc1ccc2cnn(CC(=O)NCc3ccccc3)c2c1 | 0.4 | -4 | 10 | 0.3
Cc1ccc(N2NC(=O)/C(=C\c3cc4c(cc3[N+](=O)[O-])OCO4)C2=O)cc1C | 0.0 | -14 | -7 | -0.5
CCOC(=O)Cc1nnc(NC(=O)c2ncn[nH]2)s1 | -0.7 | 6 | 19 | 0.8
Cc1ccc(/C=c2\sc3nnc(-c4ccccc4)n3c2=O)o1 | 0.3 | 7 | 1 | 1.5
COc1cc(C(=O)N2CCN(c3cccc(C(F)(F)F)c3)CC2)c([N+](=O)[O-])cc1OC | -0.2 | 8 | -4 | -1.1

Compound activity as filed in PubChem BioAssay.
